BioA inh: M. tuberculosis BioA enzyme inhibitors, primary screen, biochemical, plate reader, single point, HTS; inhibition, % at 9.99 µM; actives 0.096% (n = 360,000); AID 602481, 2012; purified M. tuberculosis BioA enzyme; in the data active = inhibition above about 40%
An asterisk follows results filed as active. An excerpt; the hit share may differ from the screen's.

molecule,BioA inh
Cc1ccccc1S(=O)(=O)N1CC[C@@H]2[C@H](CO)Nc3ccc(C#Cc4ccccc4)cc3[C@@H]21,0.1
COC(=O)C[C@@H]1CC[C@H]2[C@@H](COc3ccc(NS(=O)(=O)c4ccc(F)cc4)cc3C(=O)N2C)O1,-0.1
C[C@@H]1CN([C@@H](C)CO)C(=O)c2cc(C#CCc3ccccc3)cnc2O[C@@H]1CN(C)C(=O)C1CCOCC1,4.1
C[C@@H]1CN([C@@H](C)CO)C(=O)Cc2cc(NC(=O)NC3CCCCC3)ccc2O[C@@H]1CN(C)C(=O)Nc1cccc2ccccc12,3.9
CO[C@H]1CN(C)C(=O)c2cc(NC(=O)C3CCC3)ccc2OC[C@H](C)N(CC2CCCCC2)C[C@H]1C,-0.1
CCN1[C@@H]2c3ccc(-c4ccc(F)cc4)c(=O)n3C[C@H]1[C@H](CO)[C@H]2C(=O)Nc1nccs1,-1.1
C[C@H]1CN([C@@H](C)CO)C(=O)c2cc(NC(=O)c3ccncc3)ccc2O[C@H]1CN(C)C(=O)Nc1ccccc1,2.8
N#C[C@@H]1[C@H](c2ccc(-c3ccccc3)cc2)[C@@H](CO)N1C(=O)Cc1ccccc1,-0.8
O=C(C[C@H]1CC[C@H]2[C@@H](COC[C@@H](O)CN2S(=O)(=O)c2ccccc2)O1)NCC1CCCCC1,20.7
COc1cccc(S(=O)(=O)N[C@@H]2CC[C@@H](CCn3cc(-c4ccccc4OC)nn3)O[C@@H]2CO)c1,1.7
C[C@@H]1CCCCO[C@H](CN(C)C(=O)Nc2ccccc2)[C@@H](C)CN([C@H](C)CO)C(=O)c2cc(NC(=O)C3CCCCC3)ccc2O1,-1.0
Cc1noc(C)c1NC(=O)Nc1ccc2c(c1)C(=O)N([C@@H](C)CO)C[C@H](C)[C@@H](CN(C)Cc1ccccc1)OCCCC[C@@H](C)O2,1.9
COc1ccc(NC(=O)Nc2ccc3c(c2)C(=O)N([C@@H](C)CO)C[C@@H](C)[C@@H](CN(C)Cc2ccc4c(c2)OCO4)O3)cc1,4.6
Cc1noc(C)c1S(=O)(=O)Nc1ccc2c(c1)C(=O)N([C@H](C)CO)C[C@@H](C)[C@@H](CN(C)Cc1ccc(Cl)c(Cl)c1)O2,1.9
C[C@@H]1CCCCO[C@H](CN(C)Cc2ccccc2)[C@H](C)CN([C@@H](C)CO)C(=O)c2cc(NS(=O)(=O)c3ccc(Cl)cc3)ccc2O1,4.8
O=C(Nc1ccc(Cl)cc1)N1C[C@H]2[C@@H](c3ccccc31)[C@H](CO)N2C(=O)C1CC1,-2.8
C[C@@H]1CN([C@@H](C)CO)S(=O)(=O)c2ccc(C#CC3CC3)cc2O[C@@H]1CN(C)Cc1ccncc1,2.0
CN1C(=O)c2cc(NC(=O)Cc3cccs3)ccc2OC[C@@H]2O[C@@H](CC(=O)NCCCN3CCOCC3)CC[C@H]21,-0.8
COc1ccc(CN(C)C[C@H]2Oc3ccc(NC(=O)CCN4CCOCC4)cc3C(=O)N([C@H](C)CO)C[C@@H]2C)cc1,-1.6
O=C(C[C@@H]1C[C@H]2c3cc(NC(=O)c4ccc5c(c4)OCO5)ccc3O[C@H]2[C@@H](CO)O1)NC1CCCC1,-2.3
CCCC#Cc1ccc2c(c1)O[C@H](CN(C)C(=O)C1CCC1)[C@H](C)CN([C@H](C)CO)S2(=O)=O,3.9
COc1cccc(NC(=O)N[C@@H]2CC[C@@H](CC(=O)NCc3ccncn3)O[C@H]2CO)c1,0.2
COC(=O)C[C@@H]1C[C@H]2c3cc(NC(=O)C4CCOCC4)ccc3O[C@H]2[C@@H](CO)O1,-2.7
COc1ccc(C(=O)Nc2ccc3c(c2)C(=O)N(C)C[C@H](OC)[C@H](C)CN[C@@H](C)CO3)cc1,0.8
CN(C)C(=O)C[C@@H]1C=C[C@@H](NC(=O)Nc2cccc(F)c2)[C@@H](CO)O1,1.5
CC(C)CC#Cc1cnc2c(c1)C(=O)N([C@@H](C)CO)C[C@@H](C)[C@@H](CN(C)Cc1ccccn1)O2,-2.3
C[C@@H]1CN([C@H](C)CO)C(=O)c2cc(-c3cccc(C#N)c3)cnc2O[C@H]1CN(C)Cc1ccc(F)cc1,1.7
CO[C@@H]1CN(C)C(=O)c2cc(NC(=O)Nc3ccccc3F)ccc2OC[C@@H](C)N(C(C)=O)C[C@H]1C,-1.9
CC(C)NC(=O)Nc1cccc2c1O[C@@H](CN(C)C(=O)Nc1ccccc1)[C@@H](C)CN([C@@H](C)CO)C2=O,-2.1
C[C@@H]1CN([C@H](C)CO)C(=O)c2cc(NC(=O)Cc3ccccc3)ccc2O[C@@H](C)CCCCO[C@@H]1CN(C)Cc1ccccc1,5.4
O=C([C@@H]1[C@@H](CO)[C@@H]2Cn3c(ccc(-c4cccnc4)c3=O)[C@H]1N2CC1CC1)N1CCCCC1,0.5
COc1ccc(-c2cn(CC[C@H]3CC[C@@H](NC(=O)CCN4CCCCC4)[C@@H](CO)O3)nn2)cc1,-1.0
CC(C)NC(=O)Nc1ccc2c(c1)C(=O)N([C@@H](C)CO)C[C@@H](C)[C@@H](CN(C)Cc1ccncc1)OCCCC[C@@H](C)O2,-0.8
C[C@@H]1CN([C@H](C)CO)C(=O)c2cc(-c3cccnc3)cnc2O[C@H]1CN(C)C(=O)C1CCOCC1,0.4
C/C=C/c1ccc([C@H]2[C@@H](C#N)N(C(=O)CN3CCOCC3)[C@H]2CO)cc1,-3.2
CNC[C@H]1Oc2c(NC(=O)Nc3ccc(F)cc3)cccc2C(=O)N([C@H](C)CO)C[C@@H]1C,-3.7
CCCNC(=O)N(C)C[C@@H]1Oc2ncc(-c3ccncc3)cc2C(=O)N([C@@H](C)CO)C[C@H]1C,6.1
O=C(c1cccnc1)N1C[C@@H]2[C@H](c3ccccc31)[C@H](CO)N2C(=O)Nc1cccc(F)c1,1.7
CCC(=O)N1[C@H](CO)[C@@H](c2ccc(C3=CCCC3)cc2)[C@@H]1CN(C)C(C)=O,0.2
O=C(C[C@H]1CC[C@@H]2[C@H](COC[C@H](O)CN2C(=O)Nc2ccc(Cl)c(Cl)c2)O1)NCc1ccccc1,3.2

The list goes on; the last 2 above are carried over.
molecule,BioA inh
CCC(=O)N1[C@H](CO)[C@@H](c2ccc(C3=CCCC3)cc2)[C@@H]1CN(C)C(C)=O,0.2
O=C(C[C@H]1CC[C@@H]2[C@H](COC[C@H](O)CN2C(=O)Nc2ccc(Cl)c(Cl)c2)O1)NCc1ccccc1,3.2
COCC(=O)Nc1ccc2c(c1)C(=O)N(C)[C@@H]1CC[C@H](CC(=O)NCc3ccccc3F)O[C@@H]1CO2,6.9
C[C@@H]1CN([C@H](C)CO)C(=O)c2cc(-c3ccccc3)cnc2O[C@H]1CN(C)C(=O)Nc1ccccc1F,0.6
O=S(=O)(N[C@H]1CC[C@H](CCn2cc(C3(O)CCCC3)nn2)O[C@H]1CO)c1ccc(F)cc1,-1.4
C[C@@H]1CN([C@@H](C)CO)S(=O)(=O)c2ccc(-c3ccc(F)cc3)cc2O[C@H]1CN(C)C(=O)c1ccccc1F,-0.5
CC(=O)N(C)C[C@@H]1Oc2ncc(C3=CCCC3)cc2C(=O)N([C@H](C)CO)C[C@@H]1C,-1.3
CCCNC(=O)N[C@@H]1CC[C@@H](CCn2cc(-c3cccc(F)c3)nn2)O[C@H]1CO,-0.3
O=C(Cc1ccncc1)Nc1ccc2c(c1)[C@@H]1C[C@@H](CC(=O)N3CCCCC3)O[C@H](CO)[C@@H]1O2,2.2
CC(=O)N1[C@@H]2c3ccc(C4=CCCC4)c(=O)n3C[C@@H]2[C@@H](CO)[C@@H]1C(=O)N1CCCCC1,-0.8
C[C@@H]1CN([C@@H](C)CO)C(=O)Cc2cc(NC(=O)Cc3ccccc3)ccc2O[C@H]1CN(C)S(=O)(=O)c1cn(C)cn1,0.1
O=C(C[C@H]1C=C[C@@H](NC(=O)Nc2cc(F)ccc2F)[C@@H](CO)O1)NCCCN1CCOCC1,4.9
C[C@@H]1CN([C@@H](C)CO)C(=O)c2cccc(NC(=O)C3CCOCC3)c2O[C@@H]1CN(C)S(C)(=O)=O,-2.6
COCC(=O)Nc1ccc2c(c1)C(=O)N(C)C[C@H](OC)[C@H](C)CN(C(=O)c1ccccc1F)[C@@H](C)CO2,-2.4
C[C@@H]1CN([C@H](C)CO)C(=O)c2cc(NS(=O)(=O)c3ccc(F)cc3)ccc2O[C@@H](C)CCCCO[C@H]1CN(C)Cc1ccc(Cl)c(Cl)c1,-1.2
Cc1ccc(S(=O)(=O)N(C)C[C@@H]2Oc3c(NC(=O)C4CCCCC4)cccc3C(=O)N([C@H](C)CO)C[C@@H]2C)cc1,-4.3
O=C(N[C@@H]1CC[C@H](CCn2cc(C3CCCCC3)nn2)O[C@@H]1CO)c1cccnc1,4.8
C[C@H](CO)N1C[C@H](C)[C@@H](CN(C)Cc2ccc(C(=O)O)cc2)Oc2c(NC(=O)c3ccc(-c4nccs4)cc3)cccc2C1=O,-1.4

Random excerpt: two records from the list.
molecule,BioA inh
C[C@@H]1CN([C@H](C)CO)C(=O)c2cc(NS(=O)(=O)c3ccc(F)cc3)ccc2O[C@@H](C)CCCCO[C@H]1CN(C)Cc1ccc(Cl)c(Cl)c1,-1.2
C[C@H](CO)N1C[C@H](C)[C@@H](CN(C)Cc2ccc(C(=O)O)cc2)Oc2c(NC(=O)c3ccc(-c4nccs4)cc3)cccc2C1=O,-1.4

(continued)
molecule,BioA inh
O=C(C[C@@H]1C=C[C@H](NC(=O)Nc2cccc(F)c2)[C@H](CO)O1)NCC1CCCCC1,5.9
CO[C@@H]1CN(C)C(=O)c2ccc(NS(=O)(=O)c3ccc(C)cc3)cc2OC[C@@H](C)N(C)C[C@H]1C,-1.9
Cc1cccc(S(=O)(=O)N2CC[C@@H]3[C@H](CO)N(C)c4ccc(-c5ccc(C#N)cc5)cc4[C@@H]32)c1,0.3
Cc1ccc(S(=O)(=O)N(C)C[C@H]2Oc3ccc(NC(=O)Nc4cccc5ccccc45)cc3CC(=O)N([C@H](C)CO)C[C@@H]2C)cc1,4.0
CCCNC(=O)[C@@H]1[C@@H](CO)[C@@H]2Cn3c(ccc(C4=CCCC4)c3=O)[C@H]1N2Cc1ccncc1,-2.8
C[C@H]1CN([C@@H](C)CO)C(=O)CCCn2nncc2CO[C@@H]1CN(C)C(=O)Nc1ccc2c(c1)OCCO2,-0.7
CN(C)C(=O)c1cccc(-c2ccc3c(c2)[C@H]2[C@H](CCN2S(=O)(=O)c2cn(C)cn2)[C@@H](CO)N3)c1,-1.4
CN(C)CC(=O)N[C@H]1CC[C@@H](CCNC(=O)C2CCC2)O[C@H]1CO,0.0

The closing 5 compounds of the part above open the next one:
molecule,BioA inh
Cc1ccc(S(=O)(=O)N(C)C[C@H]2Oc3ccc(NC(=O)Nc4cccc5ccccc45)cc3CC(=O)N([C@H](C)CO)C[C@@H]2C)cc1,4.0
CCCNC(=O)[C@@H]1[C@@H](CO)[C@@H]2Cn3c(ccc(C4=CCCC4)c3=O)[C@H]1N2Cc1ccncc1,-2.8
C[C@H]1CN([C@@H](C)CO)C(=O)CCCn2nncc2CO[C@@H]1CN(C)C(=O)Nc1ccc2c(c1)OCCO2,-0.7
CN(C)C(=O)c1cccc(-c2ccc3c(c2)[C@H]2[C@H](CCN2S(=O)(=O)c2cn(C)cn2)[C@@H](CO)N3)c1,-1.4
CN(C)CC(=O)N[C@H]1CC[C@@H](CCNC(=O)C2CCC2)O[C@H]1CO,0.0
O=C(Nc1ccc(Cl)cc1)N[C@@H]1CC[C@H](CCNS(=O)(=O)c2ccccc2F)O[C@H]1CO,4.3
C[C@H]1CN([C@@H](C)CO)C(=O)c2cc(-c3ccc(F)cc3)cnc2O[C@H]1CN(C)C(=O)c1cccnc1,2.8
CC(C)NC(=O)NCC[C@@H]1CC[C@@H](NC(=O)CCN2CCCCC2)[C@H](CO)O1,-1.7
C[C@H]1CN([C@@H](C)CO)C(=O)c2cc(NS(=O)(=O)c3cn(C)cn3)ccc2O[C@H]1CN(C)C(=O)Nc1ccccc1,20.8
CNC(=O)C[C@H]1CC[C@@H]2[C@H](COC[C@H](O)CN2S(=O)(=O)c2ccccc2Cl)O1,-0.5
CC(C)NC(=O)Nc1ccc2c(c1)CC(=O)N([C@H](C)CO)C[C@@H](C)[C@H](CN(C)C(=O)Nc1cccc3ccccc13)O2,-0.2
C[C@@H]1CN([C@@H](C)CO)C(=O)Cc2cc(NC(=O)Nc3ccc4c(c3)OCO4)ccc2O[C@@H]1CN(C)Cc1ccc(C(F)(F)F)cc1,-0.6
Cc1nc(S(=O)(=O)NC2CCN(Cc3ccc(OCCO)cc3)CC2)cn1C,-0.3
CO[C@@H]1CN(C)C(=O)c2ccc(NS(C)(=O)=O)cc2OC[C@@H](C)N(Cc2ccccn2)C[C@@H]1C,-1.5
C[C@@H]1CN([C@H](C)CO)C(=O)c2cccc(NS(=O)(=O)c3ccc(F)cc3)c2O[C@H]1CN(C)Cc1ccc(C(=O)O)cc1,-1.3
CO[C@H]1CN(C)C(=O)c2cc(NC(=O)c3ccc(F)cc3)ccc2OC[C@H](C)N(C(=O)CN(C)C)C[C@@H]1C,-1.2
CN1c2ccc(-c3cccc(F)c3)cc2[C@@H]2[C@@H](CCN2C(=O)c2ccncc2)[C@@H]1CO,40.0
C[C@@H]1CCCCO[C@H](CN(C)C(=O)C2CCCCC2)[C@@H](C)CN([C@H](C)CO)C(=O)c2cc(NC(=O)Nc3ccc4c(c3)OCO4)ccc2O1,-3.8
C[C@@H]1CN([C@@H](C)CO)C(=O)c2cc(NC(=O)Cc3cn(C)c4ccccc34)ccc2O[C@H]1CN(C)C(=O)Nc1ccccc1,-0.4
CC(C)NC(=O)N(C)C[C@H]1Oc2ccc(NC(=O)Cc3cn(C)c4ccccc34)cc2C(=O)N([C@@H](C)CO)C[C@@H]1C,2.6
O=C(C[C@@H]1CC[C@@H]2[C@H](COC[C@@H](O)CN2Cc2cccc(F)c2)O1)NCCc1ccncc1,0.4
CC(C)(O)C#Cc1ccc([C@@H]2[C@H]3CN(S(C)(=O)=O)CCCCN3[C@H]2CO)cc1,7.0
